Screening results deposited in PubChem BioAssay by National Center for Advancing Translational Sciences (NCATS).
G9a inh – qHTS Assay for Inhibitors of Histone Lysine Methyltransferase G9a. G9a H3K9 monomethylation, AlphaScreen, 2 h. Histone-lysine N-methyltransferase EHMT2 (Homo sapiens), Q96KQ7. Potency, µM (series often up to 102 µM), without a hit: top-dose activity, negative = inhibition, most hits filed as inhibitors. 350,000 compounds, 8.8% hits; further: on the % scale 0 is the no-effect control and ±100 the full control effect; nearly all actives have a fitted effect of over 75% in size
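G9a (20 nM) preincubated 15 min RT with compounds, then 500 nM biotinylated H3K9 peptide and 20 uM SAM added; 2 h RT reaction. Monomethyl-H3K9 product detected by AlphaScreen with anti-H3K9me1 antibody, streptavidin donor and anti-rabbit IgG acceptor beads.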
APE1 inh – qHTS Assay for Inhibitors of the Human Apurinic/apyrimidinic Endonuclease 1 (APE1); Potency, µM (series often up to 65.8 µM), inactives show at the top dose activity change, negative = inhibition, most hits filed as inhibitors; 350,000 compounds, 0.35% hits; recombinant APE1, TAMRA/BHQ-2 abasic DNA cleavage fluorescence;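 further: plate controls were vehicle for no effect and reference inhibitor for full effect; nearly all actives have a fitted effect of over 55% in size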
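APE1 at 0.75 nM preincubated 15 min at room temperature with compound. Reaction then started with 50 nM double-stranded THF-abasic substrate labelled with TAMRA/BHQ-2, and 525/598 nm fluorescence read kinetically. Activity taken as third-minus-first read difference, normalized to DMSO and NSC13755 controls.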
BLM helicase inh – qHTS Assay for Inhibitors of Bloom's syndrome helicase (BLM). 350,000 compounds, 0.2% hits. RecQ-like DNA helicase BLM (Homo sapiens), P54132. recombinant BLM DNA unwinding, fluorescence dequenching. Potency, µM (titrated, usually from 56.1 µM), for inactives: at the highest dose activity change, negative = inhibition, most hits filed as inhibitors. AID 2528, 2010;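 further: plate controls were vehicle for no effect and no enzyme for full effect; nearly all actives have a fitted effect of over 35% in size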
Pol kappa inh – qHTS for Inhibitors of Polymerase Kappa. DNA polymerase kappa (Homo sapiens), Q9UBT6. purified Pol kappa, fluorescent DNA synthesis assay, 10 min. Potency, µM (series often up to 107 µM), without a hit: at the top dose activity, negative = inhibition, usual class: inhibitors. 400,000 compounds, 0.53% hits; further: on the % scale 0 is the no-effect control and ±100 the full control effect
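50 nM final substrate added after 15 min RT preincubation of 10 nM Pol kappa with compound; fluorescence read at 0 and 10 min.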
BAZ2B block – qHTS Assay for Inhibitors of BAZ2B; Bromodomain adjacent to zinc finger domain protein 2B (Homo sapiens), Q9UIF8; AlphaScreen BAZ2B-H3K14Ac peptide displacement; Potency, µM (series often up to 114 µM), for inactives: top-dose activity change, negative = inhibition, most hits filed as inhibitors; 360,000 compounds, 4.4% hits; AID 504333, 2011; further: on the % scale 0 is the no-effect control and ±100 the full control effect; nearly all actives have a fitted effect of over 60% in size
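Compounds, titrated to a top concentration of 110 uM, were incubated 30 min at room temperature with preformed BAZ2B/acetyl-K14 H3 peptide complex (50 nM each). Proximity signal was measured by AlphaScreen after 20 min with beads.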
JMJD2A Tudor – qHTS Assay for Inhibitors of JMJD2A-Tudor Domain; Lysine-specific demethylase 4A (Homo sapiens), O75164; AID 504339, 2011; Potency, µM (series often up to 114 µM), without a hit: at the highest dose activity change, negative = inhibition, actives largely listed as inhibitors; 390,000 compounds, 4.4% hits; AlphaScreen JMJD2A-Tudor / H3K4me3 peptide binding; further: on the % scale 0 is the no-effect control and ±100 the full control effect; nearly all actives have a fitted effect of over 50% in size
Target sequence (O75164 whole entry, looked up, the tested form may be a part): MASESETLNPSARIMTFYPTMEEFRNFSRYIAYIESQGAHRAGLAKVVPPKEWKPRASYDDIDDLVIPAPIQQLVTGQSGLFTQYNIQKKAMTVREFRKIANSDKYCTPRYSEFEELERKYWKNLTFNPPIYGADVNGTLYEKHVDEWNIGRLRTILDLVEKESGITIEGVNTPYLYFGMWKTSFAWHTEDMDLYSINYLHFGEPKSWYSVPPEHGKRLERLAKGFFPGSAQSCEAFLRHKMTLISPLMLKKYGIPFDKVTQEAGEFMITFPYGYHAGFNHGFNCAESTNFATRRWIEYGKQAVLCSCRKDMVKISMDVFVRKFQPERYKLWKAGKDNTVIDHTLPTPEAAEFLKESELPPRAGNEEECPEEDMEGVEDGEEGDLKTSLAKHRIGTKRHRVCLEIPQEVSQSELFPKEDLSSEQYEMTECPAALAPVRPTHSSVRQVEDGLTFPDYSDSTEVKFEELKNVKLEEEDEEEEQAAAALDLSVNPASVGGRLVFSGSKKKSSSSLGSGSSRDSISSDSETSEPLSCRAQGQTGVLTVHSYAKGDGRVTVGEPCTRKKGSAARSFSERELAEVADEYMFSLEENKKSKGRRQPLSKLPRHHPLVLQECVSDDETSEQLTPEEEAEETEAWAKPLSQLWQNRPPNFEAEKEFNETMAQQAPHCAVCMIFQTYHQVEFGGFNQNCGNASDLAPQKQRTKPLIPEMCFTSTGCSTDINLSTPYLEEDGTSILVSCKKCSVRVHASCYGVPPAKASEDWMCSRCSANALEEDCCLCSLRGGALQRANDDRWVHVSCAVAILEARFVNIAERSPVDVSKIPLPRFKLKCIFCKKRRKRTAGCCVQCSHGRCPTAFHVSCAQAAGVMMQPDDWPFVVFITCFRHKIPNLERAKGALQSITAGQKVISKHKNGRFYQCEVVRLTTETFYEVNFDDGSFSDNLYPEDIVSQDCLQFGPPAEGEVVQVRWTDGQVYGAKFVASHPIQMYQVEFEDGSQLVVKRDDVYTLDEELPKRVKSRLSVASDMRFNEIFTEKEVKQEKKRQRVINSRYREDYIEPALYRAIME
POLI inh – qHTS for Inhibitors of Polymerase Iota. Pol iota fluorescent replication assay, 10 min. DNA polymerase iota (Homo sapiens), Q9UNA4. AID 588590, 2011. Potency, µM (top dose mostly 115 µM), inactives show top-dose activity, negative = inhibition, hits mostly inhibitors. 390,000 compounds, 1% hits
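Fluorescent replication assay read twice, at 0 min and 10 min after adding 50 nM (final) substrate. Enzyme (10 nM) and compounds were first incubated 15 min at room temperature; enzyme-free buffer wells were negative controls.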
POLH inh – qHTS for Inhibitors of Polymerase Eta. Potency, µM (series often up to 114 µM), for the others: top-dose activity change, negative = inhibition, usual class: inhibitors. recombinant Pol eta, fluorescent DNA replication assay. 390,000 compounds, 1.2% hits. AID 588591, 2011; further: on the % scale 0 is the no-effect control and ±100 the full control effect
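Pol eta (10 nM) was preincubated with compounds for 15 min at room temperature, after which fluorescent replication substrate (50 nM final) was added to start the reaction. Fluorescence was read kinetically at 0 and 10 min.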
Pol beta inh – qHTS Assay for Inhibitors of DNA Polymerase Beta | P06746 | Pol beta primer extension/strand displacement, fluorescence kinetic | Potency, µM (highest dose often 114 µM), for inactives: at the top dose activity change, negative = inhibition, actives largely listed as inhibitors | 340,000 compounds, 1.3% hits | AID 485314, 2010; further: on the % scale 0 is the no-effect control and ±100 the full control effect
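Homogeneous kinetic assay of primer extension and strand displacement by 10 nM Pol beta, preincubated 15 min at room temperature with compound before 50 nM substrate (final) was added. Read at 0 and 10 min; four-parameter Hill fit.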
* = called active by the depositor; ? = inconclusive; / = no result given; [ ] = remark or other dose. The call rests on the fitted dose curve; in most records, active means well fitted curve in the direction sought with a large enough effect; inconclusive means small, poorly fitted or top-dose-only effect, or another doubt; inactive means no such curve, though single readings can be large; an effect the other way counts as inactive or inconclusive. Potency means the concentration at half of the fitted maximal effect. This is a subset. The share of hits here may be higher or lower than overall.

SMILES	G9a inh	APE1 inh	BLM helicase inh	Pol kappa inh	BAZ2B block	JMJD2A Tudor	POLI inh	POLH inh	Pol beta inh
Cc1ccc(NC(=O)c2ccc3c(c2)N(CC(=O)NC(C)C)C(=O)C(C)(C)O3)cc1	9%	17%	0%	4%	-19%	2%	17%	-16%	?
N#CC1=C(N)Oc2c(oc(CO)cc2=O)C1c1ccccc1[N+](=O)[O-] (configuration not stated)	-10%[12.7 µM]	1%	-11%	-7%	-3%	0%	89%[activator]	-19%	-2%
COc1ccc(C(CNC(=O)COc2ccc(Cl)c(C)c2)N2CCOCC2)cc1 (configuration not stated)	-24%[59 µM]	/	-3%	-7%	-12%	-19%	14%	-12%	17%
CC(C)(C)OC(=O)NCCCC[C@H](NC(=O)c1nc[nH]c1C(=O)N[C@@H](CCCCNC(=O)OC(C)(C)C)C(=O)OC(C)(C)C)C(=O)OC(C)(C)C	4%[12.7 µM]	?	-19%	-20%	8%	-29%	6%	-19%	-22%
Cc1cc(Br)ccc1NC(=O)c1sc2ncn(Cc3ccccc3Cl)c(=O)c2c1C	2%[59 µM]	/	-1%	-10%[60.1 µM]	1%	-10%	1%	-17%	0%
Cc1ccc(S(=O)(=O)N2C[C@@H]3[C@H]4CC[C@H](C4)[C@@H]3[C@@H](C)[C@H]2c2ccco2)cc1	/	-17%	/	-5%	/	18%	-2%	-15%	/
CC(C)[C@@H](CO)NC(=O)c1ccc2c3n(nc2c1)-c1ccccc1CO3	11%[12.7 µM]	-5%	-12%	-3%	5%	-12%	3%	4%	11%
COC(=O)N1CCC2(CCN(C(=O)NC(C)C)CC2)CC1	-39%[12.7 µM]	-1%	-1%	2%[60.1 µM]	/	/	/	/	/
O=C(Nc1c(Cl)cccc1Cl)c1cc(-c2ccc3c(c2)OCO3)on1	-3%[59 µM]	/	-3%	-6%	1%	2%	23%	-14%	-1%
COCc1cc(C)nc(SC)c1C#N	13%	15%	2%	-1%	5%	6%	30%[activator]	6%	44%
Cc1cc(NC(=O)c2ccc([N+](=O)[O-])cc2)n(CCC#N)n1	24%[59 µM]	35%[12.4 µM]	-1%	2%	3%	-1%	54%[activator]	-5%	11%
CCN(CC(=O)NC(C)(C)C)C(=O)c1ccc2c(c1)S(=O)(=O)c1ccccc1C2=O	-5%	-6%	1%	-5%	-14%	-10%	-20%	3%	-1%
Cc1ccc(N2C(=O)c3ccc(C(=O)NCCN4CCOCC4)cc3C2=O)cc1	?	-3%	-3%	-17%	2%	-17%	7%	-11%	28%
COc1ccc(S(=O)(=O)N2CCOC23CCN(C(=O)c2ccccc2OC)CC3)cc1	-33%[0.501 µM]	-41%	/	10%	0%	-20%	51%[activator]	-2%	/
O=C(COc1ccc2c(-c3ccccc3)cc(=O)oc2c1)Nc1ccc(CCO)cc1	14%	-15%	-13%	?	?	-21%	-92%	?	0%
O=c1[nH]c(COc2ccc(Cl)cc2Br)nc2ccccc12	24%	24%	-8%	-8%	-16%	-18%	8%	-6%	32%
CC(=NCc1ccco1)c1c(C)[nH]n(-c2nc3ccccc3s2)c1=O	?	1%	-1%	-16%	-4%	-16%	-18%	-13%	18%
NC1=NC(c2cc(F)cc(F)c2)n2c(nc3ccccc32)N1 (configuration not stated)	-45%[59 µM]	/	2%	-6%	?	-12%	5%	-10%	28%
CC(=O)c1cccc(NC(=O)CSc2nc(=O)n(Cc3cccnc3)c3c2CCC3)c1	-1%[59 µM]	/	0%	-2%[60.1 µM]	0%	-7%	32%[activator]	-20%	-4%
Cc1cccc(N=C2NN=C(c3c(C)[nH]c4ccccc34)CS2)c1	?	2%	6%	-6%	?	45µM*	7%	-2%	16%
CC(NC(=O)Cc1ccc(F)cc1)C(c1cccs1)N1CCN(C)CC1 (configuration not stated)	25%[59 µM]	-2%	-7%	-7%	4%	0%	-9%	3%	37%
CCOc1nc(NC(=O)NC(=O)c2ccccc2)nc(-c2ccccc2)n1	16%[59 µM]	3%	-4%	-15%	-7%	-2%	-5%	0%	9%
COc1cc2c(cc1OC)C(C)N(C(=O)CCc1c[nH]c3ccccc13)CC2 (configuration not stated)	10%	11%	-3%	0%	-2%	-18%	19%	-19%	-6%
Cc1ccc(SCC(=O)Nc2ccc(N3CCN(C)CC3)c(F)c2)c(C)c1	-3%	0%	-2%	11%	-25%	-24%	-24%	-12%	-15%
COc1cc(C2C(C#N)=C(N)OC3=C2C(=O)CC(C)(C)C3)cc([N+](=O)[O-])c1O (configuration not stated)	-51%	-1%	-2%	-18%	-34%	-12%[11.4 µM]	?	1%	30%
COC(=O)c1c(NC(=O)CN(c2ccccc2)S(C)(=O)=O)sc2c1CCCC2	-15%[59 µM]	?	-12%	-8%	-28%	-31%	5%	-9%	9%
N#C/C(=N\Nc1cccc(F)c1)C(=O)C1CC1	?	0%	5%	0%	-17%	-32%	?	-6%	36%
Cc1c(Cl)cccc1NC(=O)CCCN1C(=O)c2cccnc2C1=O	-10%	1%	-1%	-8%	?	-21%	66%[activator]	-5%	-1%
CC(=O)Nc1c(-c2ccccc2)c2cc(Br)ccc2[nH]c1=O	8%	30%	-3%	10%	-18%	-14%	0%	-3%	17%
O=S(=O)(NCCc1nnc2ccc(SCc3cccnc3)nn12)c1ccccc1	0%	-5%	5%	16%	4%	-13%	29%	-11%	31%

Random excerpt: 3 entries already listed
SMILES	G9a inh	APE1 inh	BLM helicase inh	Pol kappa inh	BAZ2B block	JMJD2A Tudor	POLI inh	POLH inh	Pol beta inh
Cc1c(Cl)cccc1NC(=O)CCCN1C(=O)c2cccnc2C1=O	-10%	1%	-1%	-8%	?	-21%	66%[activator]	-5%	-1%
COc1cc2c(cc1OC)C(C)N(C(=O)CCc1c[nH]c3ccccc13)CC2 (configuration not stated)	10%	11%	-3%	0%	-2%	-18%	19%	-19%	-6%
O=S(=O)(NCCc1nnc2ccc(SCc3cccnc3)nn12)c1ccccc1	0%	-5%	5%	16%	4%	-13%	29%	-11%	31%

Remaining list, next part:
SMILES	G9a inh	APE1 inh	BLM helicase inh	Pol kappa inh	BAZ2B block	JMJD2A Tudor	POLI inh	POLH inh	Pol beta inh
CCn1ccnc1CN(C)Cc1nc(CCC(C)C)no1	-3%	-2%	-6%	4%	-7%	-11%	-11%	-5%	-1%
O=C(O)CSc1nnc(SCc2cccc3ccccc23)s1	22%[12.7 µM]	4%	4%	-5%	3%	-24%	6%	-16%	89µM*
CCOC(=O)N1CCC(N2C(=O)c3ccc(C(=O)NCCOC)cc3C2=O)CC1	13%	-11%	-2%	-1%	0%	12%	-11%	-9%	14%
COc1ccc(-c2ccoc2)cc1[C@H]1[C@H]2C=CC[C@@H](C)[C@@H]2C(=O)N1Cc1ccccc1	?	-6%	-8%	-10%	-23%	-36%	?	-12%	1%
N/C(=C/C(=O)c1ccccc1O)C(F)(F)F	-3%[59 µM]	5%	1%	-12%	-4%	0%	4%	-11%	13%
Cc1ccc(NC(=O)Cn2nc(C)c([N+](=O)[O-])c2C)cc1C	26%	0%	-4%	6%	-9%	-2%	41%[activator]	-19%	31%
CCOc1ccccc1NC(=O)CCSc1nc2n[nH]c(C)c2c(=N)n1-c1ccccc1Cl	20%[12.7 µM]	-4%	-1%	-11%	0%	-4%	13%	4%	2%
Cc1ccccc1C(=O)NC1CCN(CC(=O)Nc2ccc3c(c2)OCCO3)CC1	7%[59 µM]	0%	-1%	-3%	-10%	-3%	30%[activator]	-11%	3%
COc1cccc(C(=O)CSc2nnnn2C2CCCCC2)c1	16%[59 µM]	0%	-8%	-10%	11%	-9%	4%	-15%	-1%
CCc1cccc(NC(=O)COc2ccccc2)c1	36%[activator]	-5%	-2%	-10%	24%	27%	-2%	-3%	-11%
CCCCC1=CC2=CC(=O)C(C)(OC(=O)CC)C(=O)C2=CN1CCCOC(C)C (configuration not stated)	-37%[59 µM]	0%[12.4 µM]	-12%[12.4 µM]	-6%	-24%	-29%	89%[activator]	-11%	17%
c1sc2[n+](c1C13CC4CC(CC(C4)C1)C3)CCS2	?	8%	1%	-16%	-31%	-6%	3%	-11%	1%
CCOC(=O)[C@H]1[C@H]2COc3ccc(Cl)cc3[C@@H]2N2C(=O)CN(Cc3ccco3)C(=O)[C@@]12C	10%[2.33 µM]	-4%	/	-16%	-14%	?	-18%	-2%	/
COc1ccc2c(Sc3ccccc3)c(C(=O)NCC(C)c3ccccc3)[nH]c2c1 (configuration not stated)	-29%[59 µM]	/	-3%	-2%	-7%	-16%	11%	-6%	-13%
C/C(=N/OCC(=O)Nc1ccccc1)c1cccs1	10%[59 µM]	-3%	-2%	-15%	7%	-4%	7%	-12%	0%

Structures above printed as active in JMJD2A Tudor:
canonical_smiles	G9a inh	BLM helicase inh	Pol kappa inh	BAZ2B block	JMJD2A Tudor	POLI inh	POLH inh	Pol beta inh
Cc1cccc(N=C2NN=C(c3c(C)[nH]c4ccccc34)CS2)c1	?	6%	-6%	?	45µM*	7%	-2%	16%

Later entries:
SMILES	G9a inh	APE1 inh	BLM helicase inh	Pol kappa inh	BAZ2B block	JMJD2A Tudor	POLI inh	POLH inh	Pol beta inh
CSc1nc(C)c2cc(C)oc2n1	-46%[12.7 µM]	-4%	-4%	-12%	10%	-8%	11%	-2%	10%
NS(=O)(=O)c1ccccc1	-8%	7%	0%	-11%	-24%	-15%	49%[activator]	-16%	20%
O=C(Cn1cnnn1)Nc1ccccc1Cc1ccccc1	-9%[59 µM]	0%	-1%	-14%	24%	-12%[57.1 µM]	27%	-13%	-11%
COc1cc(-c2cccs2)cc(=O)c2c(C)oc(C)c12	?	-6%	-11%	-17%	?	?	?	-9%	14µM*
Cc1ccc(S(=O)(=O)Nc2ccc(C(=O)NCCCN3CCOCC3)cc2)cc1[N+](=O)[O-]	8%[0.501 µM]	6%	/	0%	-6%	-10%	21%	-18%	/
CCCCCCCCCC(=O)N/N=C(\C)c1cccnc1	18%[59 µM]	5%	-5%	-4%	10%	-32%	-3%	-20%	1%
